ABCB6 inh 2: blocks the human ABCB6 transporter | Q9NP58 | K562-ABCB6 porphyrin accumulation, flow cytometry, 1 h; stronger effect = lower value | fluorescence ratio to DMSO, % at 10 µM | hit rate 0.19% among 360,000 | AID 602162;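 active means fluorescence ratio to DMSO below 75%, the collection mean minus 3 SD; inconclusive means too few cells collected in the well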;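 further: signal is porphyrin accumulated inside mitochondria; 100% equals median channel fluorescence of DMSO control wells; lower ratio means ABCB6 inhibition with less porphyrin fluorescence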
N-glyco inh: blocks N-linked glycosylation in D54 reporter cells; D54 ERlucT glycosylation luciferase reporter, 24 h; percent of 100 nM tunicamycin response; reporter increase, % at 12.5 µM; hit rate 0.23% among 360,000; AID 588692;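 active means mean luciferase reporter signal, scaled so untreated is 0 and the glycosylation-blocking control 100, at or above a set limit in every replicate; inconclusive means mean reaches the limit but not every replicate does; inactive means mean below the limit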;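 further: luciferase carries N-glycosylation sites so blocking glycosylation raises the light; 0% = median of neutral control wells and 100% = median of 100 nM tunicamycin wells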
Vif imaging: blocks HIV Vif function. HEK293T cells, Vif self-association by quenched fluorescence, imaging, 24 h. inhibition, % at 7.49 µM. hit rate 0.35% among 340,000. AID 602346; in the data active means inhibition above about 50%, passing the limit was not always enough; inconclusive means no clear call, values can overlap the other calls; inactive means below about 31%; further: some results filed as inactive read as strong as hits
MC4R antagonist: human MC4R antagonism in cAMP assay. MC4R-expressing cells, MTII-stimulated cAMP, LANCE TR-FRET. AID 540295. P32245. hit rate 0.48% among 360,000. inhibition, % at 6.5 µM;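 active means inhibition above its plate's cutoff, the mean of tested wells on that plate plus 3 SD, cut at about 29% in these data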;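 further: 0% = Melanotan II alone and 100% = Melanotan II plus saturating MCL0020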
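Assay system: U2OS-MC4R stable cell line; Also added: Melanotan II; Technique: Eu-cAMP/anti-cAMP TR-FRET, emission 671 nm; Times: 30-min compound, 1-h challenge, 1-h detection, room temperature.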
Granule exo inh: lytic granule exocytosis inhibition | inhibition, % at 10 µM | AID 651702 | hit rate 0.66% among 360,000 | TALL-104 LAMP-1 surface exposure, flow cytometry; cells stimulated with thapsigargin and PMA;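 active means inhibition above about 55%, limit read from the data; inconclusive means no clear call, values can overlap the other calls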
NOD2 RIPK2 PPI: inhibitors of human NOD2-RIPK2 interaction | O43353 | CHO BLA complementation NOD2-RIPK2, CCF4 ratio | inhibition, % at 4.98 µM | hit rate 0.38% among 360,000; in the data active means inhibition above about 21%;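 further: 0% = vehicle only and 100% = reference blocker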
MC4R barr agon: human MC4R agonism via beta-arrestin; hit rate 0.98% among 360,000; U2OS MC4R beta-arrestin complementation, luminescence; percent of melanotan II response, DMSO zero; activation, % at 8.9 µM; AID 540308; P32245;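 active means activation above a per-plate cutoff, the mean activation of sample wells on that plate plus 3 SD, cut at about 8% in these data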
ABHD5 PLIN5 PPI: ABHD5-PLIN5 protein interaction inhibition; Q00G26+Q8WTS1; Split G. princeps luciferase complementation, luminescence, 4 h; inhibition, % at 4 µM; hit rate 0.78% among 360,000;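 active means inhibition above the mean inhibition across every tested compound plus 3 SD, cut at about 22% in these data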;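 further: 0% = DMSO only wells and the 100% control is not disclosed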
Target sequence (Q00G26 whole entry, looked up): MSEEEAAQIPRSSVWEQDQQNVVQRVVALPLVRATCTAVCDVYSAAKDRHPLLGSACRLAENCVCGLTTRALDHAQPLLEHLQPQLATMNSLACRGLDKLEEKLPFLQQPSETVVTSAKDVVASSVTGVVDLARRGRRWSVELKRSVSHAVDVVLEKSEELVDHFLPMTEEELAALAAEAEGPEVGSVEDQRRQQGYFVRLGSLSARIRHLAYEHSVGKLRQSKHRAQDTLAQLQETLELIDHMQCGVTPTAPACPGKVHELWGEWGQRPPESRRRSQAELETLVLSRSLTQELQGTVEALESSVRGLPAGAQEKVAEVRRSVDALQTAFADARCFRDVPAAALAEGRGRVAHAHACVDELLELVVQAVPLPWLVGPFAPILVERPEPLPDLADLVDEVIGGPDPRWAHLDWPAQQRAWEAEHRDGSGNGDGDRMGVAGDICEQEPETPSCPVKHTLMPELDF
Target sequence (Q8WTS1 whole entry, looked up): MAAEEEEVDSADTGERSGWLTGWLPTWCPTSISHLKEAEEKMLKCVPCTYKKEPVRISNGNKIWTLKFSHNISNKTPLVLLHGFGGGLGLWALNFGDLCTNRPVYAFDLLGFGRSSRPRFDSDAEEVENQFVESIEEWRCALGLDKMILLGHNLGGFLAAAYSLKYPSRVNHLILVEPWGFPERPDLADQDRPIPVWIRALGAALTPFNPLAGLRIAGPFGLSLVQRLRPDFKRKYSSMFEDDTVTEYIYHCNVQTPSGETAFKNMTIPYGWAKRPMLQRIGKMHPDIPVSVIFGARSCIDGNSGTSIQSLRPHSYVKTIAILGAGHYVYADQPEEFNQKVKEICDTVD
TLR9-MyD88 block: inhibitors of human TLR9-MyD88 binding; hit rate 0.21% among 340,000; Q9NR96+Q99836; inhibition, % at 4.98 µM; CHO BLA complementation TLR9-MyD88, CCF4 FRET ratio; AID 504734;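 active means inhibition above the mean over all tested compounds plus 3 SD, cut at about 21% in these data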;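 further: 0% = DMSO only wells and 100% = clavulanate BLA inhibitor control wells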
aDG glyco up: alpha-DG glycosylation activation; activation, % at 10 µM; Pro5-aDG cells, alpha-DG glycosylation AlphaScreen (IIH6); 0% Pro5, 100% B10-LARGE cell signal; hit rate 0.22% among 360,000;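 active means activation of at least 8% versus controls, or a plate z-score of at least 8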;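 further: Pro5 are CHO cells carrying HIG-tagged alpha-DG that lacks glycosylation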
An asterisk follows results filed as active; ? = inconclusive; nt = no result given. These rows are one share of the data, so the mix of outcomes need not match the whole.

SMILES | ABCB6 inh 2 | N-glyco inh | Vif imaging | MC4R antagonist | Granule exo inh | NOD2 RIPK2 PPI | MC4R barr agon | ABHD5 PLIN5 PPI | TLR9-MyD88 block | aDG glyco up
COc1cc(C#N)ccc1OCC(=O)Nc1cccc(S(=O)(=O)N2CCCC2)c1 | 99 | 1 | -17 | 16 | -1 | -14 | 1.1 | 5 | 3 | 0.0
Cc1cccc(OCc2nnc(SCC(=O)N3c4ccccc4CC3C)n2C)c1C (configuration not stated) | 115 | -3 | nt | 15 | 0 | 0 | -0.8 | 7 | -2 | 0.5
CCCn1cc(CN2CCC(Cc3ccccc3)(C(=O)OCC)CC2)c(C)n1 | 89 | -4 | 28 | 7 | 2 | -6 | 0.0 | -1 | -2 | 0.4
Cc1cccc(-c2cnc3cccnn23)c1 | 91 | -4 | -8 | 6 | 1 | 1 | 1.4 | 6 | nt | -0.1
COc1ccc(C2C=C(C)Nc3ncnn32)cc1 (configuration not stated) | 96 | 1 | -12 | 20 | 5 | -23 | -1.8 | 1 | -1 | -0.2
CC(=O)c1ccc(N2CCN(C(=O)CCCn3c(=O)[nH]c4ccccc4c3=O)CC2)cc1 | 93 | -3 | 2 | 10 | -15 | -6 | -0.7 | 1 | 11 | -0.1
CN1CCN(CCc2cn3ncc(C#N)c3nc2-c2ccc(F)cc2)CC1 | 77 | -1 | 15 | 8 | -4 | 1 | 3.2 | 14 | -4 | 0.6
COc1cccc(-c2cnc3c(NC=O)cc(-c4ccccc4Oc4ccccc4)cn23)c1 | 99 | 6 | 1 | 1 | 20 | 5 | 8.8* | 0 | nt | 0.0
CCOc1ccc(S(=O)(=O)NCCC(=O)NCCOc2ccccc2OC)cc1 | 93 | 3 | -14 | 10 | 0 | -7 | 1.5 | -7 | -5 | -0.3
CC(CNC(=O)CN1C(=O)C(=O)N(C2CCCC2)C1=O)c1ccccc1 (configuration not stated) | 97 | 2 | 33 | -1 | 0 | 1 | -0.4 | -11 | -4 | 0.0
CCn1nc(C)c(CN2CCN(Cc3ccc(OC)c(C)c3C)C(CCO)C2)c1C (configuration not stated) | 101 | 1 | 7 | 4 | 3 | -4 | -0.7 | -1 | -4 | 0.9
CC(C)c1ccc(S(=O)(=O)N2CCN(C(=O)CCNS(=O)(=O)c3ccccc3F)CC2)cc1 | 100 | -2 | -3 | -6 | -3 | -6 | -3.5 | 1 | -12 | 0.6
COc1ccc(Cl)cc1NC(=O)CN(C)C(=O)Cc1ccc(-c2ccccc2)cc1 | 96 | -1 | -3 | 13 | 3 | 13 | -4.3 | -22 | -2 | 0.1
COC(=O)c1ccc(NC2c3ncccc3C(=O)N2Cc2cccs2)cc1 (configuration not stated) | 98 | 2 | -3 | 8 | 3 | -14 | -0.1 | -3 | -15 | 0.0
O=C(CCC(=O)NC12CC3CC(CC(C3)C1)C2)NC1CCCCC1 | 95 | 0 | -7 | 4 | -4 | -11 | -1.2 | 0 | -18 | 0.0
CC(C)OC(=O)c1nnn(-c2nonc2N)c1CN1CCc2ccccc2C1 | 99 | 2 | nt | -5 | -3 | -7 | 0.2 | -8 | -4 | -0.2
CCOC(=O)C(Cc1ccc(NC(=O)/C(=C/c2ccc(OC(C)=O)cc2)NC(C)=O)cc1)N1C(=O)c2ccccc2C1=O (configuration not stated) | 95 | -1 | 1 | 11 | 7 | 5 | -0.6 | -1 | 3 | -0.1
O=C(OC1CCCC1)c1ccc(Cl)cc1Cl | 100 | 0 | -7 | -3 | 32 | -10 | -0.4 | -9 | -5 | 0.0
NNC(=O)CCCCCCCCCCOCCCCO | 98 | -2 | 2 | 17 | -3 | -1 | 1.0 | 5 | -7 | 0.1
CCN(CC)CCC=C(c1cccs1)c1cccs1 | 101 | -4 | -17 | 10 | -1 | 3 | -0.3 | 8 | -3 | 0.2
C/C(CC(=O)NCc1ccc(Cl)cc1)=N\NC(=O)Cc1ccccc1 | 97 | -1 | 11 | 1 | -1 | -1 | -1.2 | 3 | -2 | -0.3
O=C(CN1CCN(S(=O)(=O)c2ccccc2)CC1)Nc1ccc(Cl)cn1 | 93 | -1 | -5 | 6 | -1 | 14 | 0.4 | 11 | 2 | 0.1
Cc1cccc(NC(=O)CCC(=O)N/N=C/c2cc([N+](=O)[O-])ccc2O)c1 | 94 | -5 | 1 | 2 | 1 | 0 | -0.5 | -2 | 9 | 0.1
Cc1cc(C)c(OCCN(C)C)c(Cl)c1 | 102 | -1 | 2 | 0 | -2 | -2 | -2.4 | -4 | -1 | 1.0
CCN1CCN(c2ccc(S(=O)(=O)N3CCOCC3)cc2NC(=O)/C=C/c2ccc(OC)cc2OC)CC1 | 100 | -2 | nt | 12 | 12 | 0 | -2.4 | -5 | -12 | 1.3
CCn1c(=O)c2cc(C(=O)NC(C)C)sc2c2ccccc21 | 98 | 12 | 1 | 1 | 2 | -5 | -1.0 | -6 | 8 | 0.0
O=C(CCNC(=O)c1ccccc1Cl)Nc1ccc(S(=O)(=O)Nc2ncccn2)cc1 | 92 | 1 | -10 | -2 | 5 | -14 | -0.9 | -1 | -4 | -0.1
Cc1c(OCC(=O)NCC(O)c2ccccc2)ccc2c3c(c(=O)oc12)CCCC3 (configuration not stated) | 95 | 2 | 2 | 19 | -1 | 6 | -2.5 | 4 | -7 | 0.0
Cc1ccc(Cl)cc1N1CCN(C(=O)CCS(=O)(=O)c2ccc3c(c2)NC(=O)CO3)CC1 | 91 | -2 | -5 | 0 | 2 | 15 | -1.8 | -1 | 4 | 0.5
S=C(c1ccccc1)N1CCN(C(=S)c2ccccc2)CC1 | 104 | 1 | 0 | 10 | -3 | -4 | -1.8 | -1 | 1 | 0.0
O=C(c1ccc([N+](=O)[O-])cc1)n1nc(-c2ccccc2)nc1NCc1ccccc1 | nt | 1 | 7 | 11 | 0 | -9 | 1.2 | 0 | 6 | -0.2
COc1ccc(Nc2ncnc3sccc23)cc1OC | 96 | -2 | -6 | 5 | -5 | 3 | 0.6 | -1 | -3 | 0.1
Cc1cc(C(=O)N/N=C/c2c3ccccc3cc3ccccc23)n[nH]1 | 102 | 45* | ? | -8 | -11 | 5 | 0.6 | -1 | -4 | -0.1
NC(=O)c1ccsc1NC(=O)COC(=O)/C=C/c1ccccc1[N+](=O)[O-] | 92 | -1 | 24 | -24 | 24 | -7 | -0.5 | -6 | 3 | 0.3
CCCNC(=O)C(=O)NCc1ccccn1 | 102 | 3 | 3 | 2 | 0 | -6 | 0.4 | -3 | 5 | 0.0
Cc1ccccc1/C(N)=N/OC(=O)c1ccc(F)cc1 | 99 | 1 | -3 | 5 | -1 | 4 | 1.9 | -2 | 2 | 2.9
Cc1ccc(CNC(=O)c2ccc(OCC3CCCO3)cc2)cc1 (configuration not stated) | 92 | -1 | 3 | 1 | 0 | -1 | -2.8 | -2 | -1 | 0.0
CCCS(=O)(=O)NC(=O)C1(C)CCN(C(=O)c2ccc(SC(F)(F)F)cc2)C1 (configuration not stated) | 92 | 1 | -3 | -3 | -4 | 1 | 0.1 | 3 | nt | -0.2
O=C(COC(=O)CNC(=O)c1ccccc1)Nc1ccc2c(c1)OCO2 | 101 | -2 | -1 | 23 | -1 | 2 | 2.0 | -1 | -16 | 0.2
Cc1ccc(C(c2c(NC(=O)c3ccco3)sc(C)c2C)N2CCOCC2)cc1 (configuration not stated) | 83 | -8 | nt | 2 | -5 | 9 | -0.5 | 5 | -5 | -0.3

Continued; it opens with the 2 that closed the last part.
SMILES | ABCB6 inh 2 | N-glyco inh | Vif imaging | MC4R antagonist | Granule exo inh | NOD2 RIPK2 PPI | MC4R barr agon | ABHD5 PLIN5 PPI | TLR9-MyD88 block | aDG glyco up
O=C(COC(=O)CNC(=O)c1ccccc1)Nc1ccc2c(c1)OCO2 | 101 | -2 | -1 | 23 | -1 | 2 | 2.0 | -1 | -16 | 0.2
Cc1ccc(C(c2c(NC(=O)c3ccco3)sc(C)c2C)N2CCOCC2)cc1 (configuration not stated) | 83 | -8 | nt | 2 | -5 | 9 | -0.5 | 5 | -5 | -0.3
CC(C)(C)OC(=O)N1CCC(CNC(=O)c2cccs2)CC1 | 98 | 0 | -3 | 2 | 2 | -6 | -2.1 | 4 | nt | 0.0
Cc1cnc(C)c(N2CCN(Cc3nc(-c4ccc(C)o4)oc3C)CC2)n1 | 103 | 0 | -41 | 13 | 1 | -2 | -2.1 | -2 | 0 | 0.2
COc1cccc(C(=O)Nc2ccc3c(c2)C(=O)c2ccccc2C3=O)c1 | 99 | 34* | -3 | -12 | -2 | 2 | 0.9 | -5 | 0 | -0.3
CCN(CC)S(=O)(=O)c1ccc(/C=C/C(=O)OCC(=O)N(C)C)cc1 | 98 | -1 | 0 | -6 | -1 | -19 | 3.7 | 9 | 7 | -0.1
CCOC(=O)N1CCN(C(=O)c2ccc(-n3c(=S)[nH]c4ccccc4c3=O)cc2)CC1 | 102 | -1 | -2 | 2 | -3 | -21 | -0.2 | 2 | 0 | 0.4
CCOc1cc(NC(=O)c2ccco2)c(OCC)cc1NC(=O)c1ccco1 | 96 | 2 | 0 | 8 | 10 | -2 | 0.8 | -6 | -15 | 0.1
Cc1cccc(Oc2ccccc2NC(=O)c2cnccn2)c1 | 104 | 2 | 2 | -6 | 2 | -1 | -2.2 | -7 | 2 | 0.2
C=CCNS(=O)(=O)c1ccc(OCC(=O)OC)cc1 | 95 | 0 | -6 | -2 | -2 | -2 | 0.0 | 5 | -2 | 0.1
Cc1ccc(CN2C(=O)CSC2c2ccc(F)cc2)cc1 (configuration not stated) | 103 | -6 | -3 | 2 | 9 | 6 | -0.2 | 6 | -7 | 0.2
N#CCc1nn(-c2ccc(Cl)cc2)c(N)c1C#N | 108 | -1 | 6 | 11 | 7 | 5 | -1.8 | -2 | -18 | 0.0
COc1ccc(NC(=S)N(Cc2ccc(Cl)cc2)Cc2ccc(C(=O)O)cc2)cc1Cl | 102 | -1 | 8 | 17 | -1 | 1 | -0.8 | -4 | 7 | -0.2
CCCCN(C)c1c(C)nc2ccc(C(=O)N(CC)CCN(C)C)cn12 | 102 | -2 | -6 | 21 | 4 | -6 | 1.5 | -8 | nt | 0.2
CCCN(CCC)C(=O)CC(c1ccccc1)c1cc(C)ccc1O (configuration not stated) | 93 | -5 | nt | 22 | -2 | -5 | 4.7 | -6 | -13 | 0.4
CCOc1ccc(-c2cc(C(=O)N/N=C(\C)c3cccnc3)c3ccccc3n2)c(OCC)c1 | 95 | -12 | 4 | 5 | 2 | -12 | -1.8 | 3 | -4 | 0.0
CCOC(=O)C1=C(COC(=O)c2c(OC)cccc2OC)NC(=O)NC1C (configuration not stated) | 99 | 1 | -5 | 12 | 0 | 1 | -2.0 | -10 | -4 | 0.2
O=C(NC(Cc1ccccc1)C(=O)O)/C(=C/c1ccccc1)NC(=O)c1cccc(Br)c1 (configuration not stated) | 102 | 1 | 0 | -10 | -1 | -7 | -1.8 | -3 | -1 | -0.2
Oc1ccc(-c2csc(Nc3ccc4c(c3)OCO4)n2)c(O)c1 | 98 | 1 | -3 | 9 | -5 | -8 | 1.0 | -19 | 1 | 0.6
